Cdc42 wt GTP = modulators of GTP binding to wildtype Cdc42, primary screen, biochemical, multiplex bead flow cytometry, Bodipy-GTP; AID 761, 2007; percent activity (GTP binding), % at 10 µM; Cell division control protein 42 homolog (Homo sapiens), P60953; GST-Cdc42 beads; actives lie on both sides; actives 0.2% (n = 190,000);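 active = percent activity GTP binding at least 20 points away from the 100% baseline, either down as inhibitor or up as activator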;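 note: median bead fluorescence of bound Bodipy-FL-GTP at 100 nM; 0% = excess unlabeled GTP control and 100% = no compound control; below 100% means less GTP binding so inhibitor and above means activator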
Target sequence (P60953 whole entry, looked up): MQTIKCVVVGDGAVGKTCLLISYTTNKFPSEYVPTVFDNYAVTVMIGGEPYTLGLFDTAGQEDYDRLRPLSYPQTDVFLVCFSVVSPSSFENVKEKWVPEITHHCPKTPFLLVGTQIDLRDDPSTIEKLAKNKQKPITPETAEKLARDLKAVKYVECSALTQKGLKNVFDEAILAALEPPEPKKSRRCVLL
Bim-Bcl-2 = inhibitors of Bim-Bcl-2 binding, primary screen, biochemical, multiplexed, human Bcl-2 family. Bead-based flow cytometry, Bim peptide-Bcl-2 binding. inhibition, % at 10 µM. actives 0.06% (n = 190,000); in the data active = inhibition above about 40%;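 note: 0% = no compound wells with probe peptide and 100% = reference peptide inhibitor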
Target sequence (P10415 whole entry, looked up): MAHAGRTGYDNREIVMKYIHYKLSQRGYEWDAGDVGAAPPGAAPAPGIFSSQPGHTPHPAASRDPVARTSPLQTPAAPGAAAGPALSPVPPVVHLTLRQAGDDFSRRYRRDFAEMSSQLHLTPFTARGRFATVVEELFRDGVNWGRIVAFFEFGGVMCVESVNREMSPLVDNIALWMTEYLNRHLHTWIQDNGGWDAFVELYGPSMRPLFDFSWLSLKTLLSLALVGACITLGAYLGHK
Rac1 mut GTP = GTP binding modulators of activated mutant Rac1, primary screen, biochemical, bead-based flow cytometry, multiplex, fluorescent GTP; GST-Rac1 activated beads; actives lie on both sides; 100% means binding = to untreated wells; percent activity (GTP binding), % at 10 µM; actives 0.11% (n = 190,000); AID 764, 2007;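 active = GTP binding at least 20 percentage points away from the 100% baseline, in either direction, so actives lie on both sides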
Rab7 wt modul = modulators of GTP binding to Rab7, primary screen, biochemical, wildtype, multiplex bead flow cytometry; actives 0.055% (n = 190,000); GTP binding activity (percent of control), % at 10 µM; Rab7 GTPase wild type (dog), Bodipy-FL-GTP binding; GST-Rab7 beads, fluorescent GTP binding; actives lie on both sides; untreated = 100%, excess cold GTP = 0%;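 active = fluorescent GTP binding to Rab7 beads changed by at least 20 points from the 100% baseline, either direction, mostly lower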;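 note: median green fluorescence of bound Bodipy-FL-GTP per Rab7 bead population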
Rab2A wt mod = modulators of GTP binding to Rab2A wildtype, primary screen, biochemical, dog, bead-based flow cytometry, multiplex. AID 760, 2007. actives 0.19% (n = 190,000). Ras-related protein Rab-2A (Canis lupus familiaris), P61105. GTP binding activity, % at 10 µM. GST-Rab2 wt beads, Bodipy-GTP binding;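 active = GTP binding activity at least 20 points away from 100%, either lowered or raised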;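 note: 0% = beads with excess unlabeled GTP and 100% = no-compound control corrected for plate trend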
Bim-Bfl-1 = inhibitors of Bim binding to Bfl-1, primary screen, biochemical, multiplexed, bead-based flow cytometry; actives 0.12% (n = 190,000); inhibition, % at 10 µM; Bim-Bfl-1 binding inhibition;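 note: 0% = wells without compound plus tracer and 100% = blocker peptide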
HRas wt GTP bind = modulators of GTP binding to HRas wildtype, primary screen, biochemical, bead-based flow cytometry, multiplex. GTPase HRas (Homo sapiens), P01112. GST-Ras wt beads, Bodipy-FL-GTP binding; actives lie on both sides. GTP binding activity, % at 10 µM. actives 0.14% (n = 190,000);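 active = GTP binding activity at least 20% away from the 100% baseline, either lowered as inhibitor or raised as activator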;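 note: 0% = unlabeled GTP competition control and 100% = no-compound control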
Target sequence (P01112 whole entry, looked up): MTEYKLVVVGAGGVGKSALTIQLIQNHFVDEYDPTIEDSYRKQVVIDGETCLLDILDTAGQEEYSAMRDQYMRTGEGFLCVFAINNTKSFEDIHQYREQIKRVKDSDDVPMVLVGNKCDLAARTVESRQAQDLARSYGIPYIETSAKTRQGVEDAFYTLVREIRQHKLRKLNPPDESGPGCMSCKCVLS
Bim-Bcl-XL = inhibitors of Bim-Bcl-XL binding, primary screen, biochemical, multiplexed, bead flow cytometry, human Bcl-XL; Bcl-2-like protein 1 (Homo sapiens), Q07817; Bim peptide-Bcl-XL binding, fluorescence; inhibition, % at 10 µM; actives 0.04% (n = 190,000); AID 1007, 2008
Target sequence (Q07817 whole entry, looked up): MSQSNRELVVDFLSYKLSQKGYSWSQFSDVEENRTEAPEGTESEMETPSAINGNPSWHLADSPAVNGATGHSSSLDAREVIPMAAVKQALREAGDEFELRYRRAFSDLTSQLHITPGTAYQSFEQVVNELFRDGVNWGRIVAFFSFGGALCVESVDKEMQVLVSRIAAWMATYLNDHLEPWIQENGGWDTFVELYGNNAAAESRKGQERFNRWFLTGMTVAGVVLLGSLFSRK
Bim-Bcl-W = inhibitors of Bim binding to Bcl-W, primary screen, biochemical, multiplexed, bead-based flow cytometry; actives 0.02% (n = 190,000); Bim peptide-Bcl-W binding; Bcl-2-like protein 2 (Homo sapiens), Q92843; inhibition, % at 10 µM; AID 952, 2007;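 note: 0% = bound tracer without compound and 100% = peptide blocker; higher means less fluorescent Bim peptide bound to Bcl-W beads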
Rac1 wt modul = wildtype Rac1 GTP binding modulators, primary screen, biochemical, GST-Rac1 beads, flow cytometry, multiplex; Ras-related C3 botulinum toxin substrate 1 (Homo sapiens), P63000; fluorescent GTP binding; actives lie on both sides; 0 = cold GTP competed, 100 = untreated; GTP binding activity (% of control), % at 10 µM; actives 0.27% (n = 190,000); AID 757, 2007;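 active = GTP binding activity at least 20 points away from the 100% control level, either lower or higher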
Bcl-B Bim block = inhibitors of Bim-Bcl-B binding, primary screen, biochemical, multiplexed, human Bcl-2 family. Bcl-2-like protein 10 (Homo sapiens), Q9HD36. bead-based flow cytometry, Bim peptide-Bcl-B binding. inhibition, % at 10 µM. actives 0.073% (n = 190,000). AID 951, 2007;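 note: 0% = tracer peptide without compound and 100% = reference inhibitor peptide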
Target sequence (Q9HD36 whole entry, looked up): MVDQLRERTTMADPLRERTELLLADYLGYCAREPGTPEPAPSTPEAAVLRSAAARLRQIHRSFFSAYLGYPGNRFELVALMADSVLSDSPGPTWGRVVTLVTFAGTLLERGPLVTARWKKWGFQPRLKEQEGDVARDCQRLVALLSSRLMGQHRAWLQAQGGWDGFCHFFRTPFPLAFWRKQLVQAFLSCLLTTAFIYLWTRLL
Numbers without * were called inactive; / = not tested or not shown; [ ] = another dose, or the depositor's remark. Cut-off read from the data, not from the text of the source, unless noted: active = inhibition above about 40%.

SMILES	Cdc42 wt GTP	Bim-Bcl-2	Rac1 mut GTP	Rab7 wt modul	Rab2A wt mod	Bim-Bfl-1	HRas wt GTP bind	Bim-Bcl-XL	Bim-Bcl-W	Rac1 wt modul	Bcl-B Bim block
Cc1cc(C)c(C)c(OCC(=O)N2CCCCCC2)c1	97	-7	98	102	102	-7	99	-8	-3	101	-3
O=C(/C=C/c1c(F)cccc1Cl)Nc1nc2ccccc2[nH]1	99	-3	101	97	96	0	101	-5	-5	107	-7
Cn1c(=O)cc(-c2ccccc2)c2ccccc21	97	-8	93	94	94	-10	94	-2	0	94	-4
CCCCNC(=O)COC(=O)c1ccc(NS(=O)(=O)c2ccc3c(c2)OCCO3)cc1	98	-6	97	104	100	-9	101	-20	0	102	-8
C=CCn1c(=NC(=O)c2cc(-c3cccs3)nc3ccccc23)sc2cc(S(N)(=O)=O)ccc21	96	5	99	93	96	3	97	3	2	99	-14
CSc1ccccc1C(=O)Nc1cc([N+](=O)[O-])ccc1C	93	-4	95	105	95	-6	95	-8	-6	97	-7
CC(C)N1C(=O)CCN(C=O)c2ccccc21	95	-2	96	96	97	-5	97	0	0	99	-1
CC(=O)CCS(=O)(=O)c1ccc(C)c(C)c1	96	-4	95	98	95	-4	97	-2	0	99	-4
COCCNc1nc2nonc2nc1N(C)Cc1cccc2cnccc12	100	-2	98	96	101	-4	96	0	-1	101	-4
Cc1cc(=O)[nH]c2c1c(C)nn2-c1ccccc1	101	/	98	98	98	0	99	-9	0	101	-8
COc1cc(/C=C(\C#N)c2nc3ccc(C)cc3[nH]2)c([N+](=O)[O-])cc1OC	101	-3	99	100	98	-1	98	-1	-2	102	-3
Fc1ccc(Nc2ncnc3sc4c(c23)CCC4)cc1	103	-8	99	102	103	-9	105	-12	0	104	-13
COC(=O)c1ccc(COc2ccccc2/C=N/Nc2cccc(C(=O)O)c2)cc1	124*[activator]	0	128*[activator]	126*[activator]	128*[activator]	-8	121*[activator]	-1	0	141*[activator]	-3
Cc1ncoc1C(=O)N1CCCC(C(=O)c2ccc(-c3ccccc3)cc2)C1 (stereo not given)	96	-1	95	96	93	-7	95	-5	-3	101	-9
Cc1cc(C)nc(SCc2nc3ccccc3n2C)n1	104	-1	98	107	102	-2	103	0	0	103	0
Cc1ccc(S(=O)(=O)N2CCCCC2)cc1NC(=O)Cn1ccc(C(F)(F)F)n1	101	-6	102	108	103	-8	101	-4	-3	101	-1
CC(=O)c1c(OC(=O)c2ccc(C)cc2)c2ccccc2n1C	98	-1	96	98	98	-1	99	-3	0	97	0
COc1ccc(Cc2noc(CN3CCN(C4CCc5ccccc5C4)CC3)n2)cc1OC (stereo not given)	95	0	95	97	96	-5	98	1	-1	98	-3
Cc1ccc(CN2CCN(CCCc3ccccc3)CC2CCO)cc1 (stereo not given)	100	0	97	96	98	-7	98	-4	-4	99	-4
C/C(=N\NS(C)(=O)=O)c1ccc(C)cc1	104	0	100	99	99	-9	100	-5	1	105	-4
COc1ccc(N=C2NC(=O)/C(=C\c3ccco3)S2)cc1	93	-2	92	110	98	1	97	-1	0	98	-6
Cc1ccc[n+](CC(=O)Nc2cc(C(F)(F)F)ccc2Cl)c1	97	-7	96	98	96	-11	98	4	0	99	-5
NS(=O)(=O)c1ccc(O)c(NC(=O)c2ccc([N+](=O)[O-])cc2)c1	94	-1	91	98	97	-3	94	-3	4	101	0
CSC1=C(C#N)C(c2ccc(Cl)cc2)C2=C(CC(C)(C)CC2=O)N1 (stereo not given)	102	-1	99	101	101	1	102	-7	-6	105	-11
COc1ccc(OC)c(CN2CCCC(CO)C2)c1 (stereo not given)	95	-7	97	92	96	0	94	1	-3	101	-6
CN(C(=O)c1cnccn1)c1nnc(-c2cnccn2)s1	105	-3	101	96	104	-4	104	-2	-2	104	-3
CC1CCC(NC(=O)CN2C(=O)COc3ccc(S(=O)(=O)N4CCCC4)cc32)CC1 (stereo not given)	103	-1	99	99	96	0	100	-6	-3	102	0
CCc1cccc2c(SCC(=O)NCC3CCCO3)nc(-c3ccc(F)cc3)nc12 (stereo not given)	95	-12	95	93	94	-18	97	-10	-1	95	-12
COc1ccc(NC(=O)CCSc2ccc(C)cc2)cc1S(=O)(=O)Nc1ccccc1Cl	98	-9	97	98	95	-5	99	-6	-2	102	-2
COc1ccc(OC)c(Nc2ncnc3sc(-c4ccccc4)cc23)c1	100	-5	97	99	98	-10	98	-10	-3	99	-9
COc1ccc(Nc2nc(NN)nc(C)c2[N+](=O)[O-])cc1	100	-2	98	108	103	-1	99	0	0	96	-3
CSc1nc(C)cc(-n2cc(F)c(=O)[nH]c2=O)n1	104	0	101	103	104	-1	104	-1	0	104	-2
Cc1nn(C)c(Cl)c1S(=O)(=O)N1CCC(CO)(CCc2ccccc2)CC1	96	7	94	99	100	1	97	0	4	95	0
O=C(N/N=C\c1ccc(F)cc1)c1csnn1	93	3	96	93	91	9	92	-1	5	93	4
COc1ccc2c(=O)c(-c3nc(C)cs3)coc2c1	103	-7	101	100	102	-14	102	-9	2	104	-10
O=C(O)c1ccccc1-c1ccccc1C(=O)Nc1cccc(O)c1	98	-1	96	96	97	-3	97	-3	-3	99	-2
CCCCCN(C(=O)CN(C)Cc1ccc(OC)cc1OC)c1c(N)n(CCCC)c(=O)[nH]c1=O	97	-2	92	93	91	-4	94	-1	-2	95	-5
COc1ccccc1Nc1nc(NCC2CCCO2)c2ccccc2n1 (stereo not given)	100	0	99	99	99	0	99	-1	-1	105	-2
Cc1ccc(C(=O)N[C@H](C(=O)OCC(=O)c2ccc[nH]2)C(C)C)cc1	103	0	106	99	102	0	107	-1	-1	104	-4
Nc1nsc2ccccc12	99	-2	96	99	98	-2	99	-1	0	99	-8
COc1ccc(N2CCN(c3oc(COc4ccccc4)nc3C#N)CC2)cc1	97	-13	99	101	98	-12	101	-10	-10	106	-13
N#Cc1ccc(OCC(=O)N/N=C/C2CC=CCC2)cc1 (stereo not given)	97	-5	94	97	98	-3	97	-1	0	95	0
COC(=O)CSc1cc([N+](=O)[O-])cc2c1c(C1OCCO1)nn2-c1ccccc1	103	1	104	96	100	2	100	-6	-1	104	-7
CC(/C=N/N1CCN(c2ccccn2)CC1)=C\c1ccccc1	99	-4	99	99	101	-3	100	-11	-7	102	-5
Cc1ccc(C)c(CSc2nc3ccncc3n2CC(=O)Nc2ccc(C)c(C)c2)c1	98	0	97	94	99	0	98	-7	-2	103	-3
O=C(O)Cc1ccc(NC(=O)c2ccc(Cl)c(Cl)c2)cc1	97	-4	96	97	97	-5	99	-1	0	98	-6
COc1ccc(C)cc1-n1c(SCC(=O)Nc2cc(C)on2)nc2sc(C)c(C)c2c1=O	100	-3	98	98	99	-3	100	-11	-5	101	-6
O=C(CSCc1ccccc1F)NCc1ccccc1	96	-8	97	109	101	-12	101	-4	-5	101	-6
Cc1cc(C)cc(NC(=O)c2ccccc2CC[N+](=O)[O-])c1	99	-10	97	95	96	-8	98	-4	-3	94	-10
COCc1ccc(CN2CCc3c([nH]c4ccccc34)C2C(C)(C)C)o1 (stereo not given)	99	1	98	96	100	3	97	-3	-1	100	-4
COC(=O)C1CCN(C(=O)c2cc(OC)c(OC)c(OC)c2)CC1	105	0	100	102	101	0	102	-1	0	109	0
Cn1c(C(=O)NCCc2ccccc2)cc(=O)n(C)c1=O	103	-3	99	108	99	-2	100	0	1	103	-4
Cc1sc2nc(CN3CCCC3)nc(N3CCN(S(=O)(=O)c4cccs4)CC3)c2c1C	107	-4	99	110	106	-1	108	-4	-1	107	-1
CCN(CC)C(=O)c1sc2nc(Cc3ccccc3)[nH]c(=O)c2c1C	95	0	97	93	96	-1	98	-5	-6	96	-3
O=C(N/N=C/c1ccc([N+](=O)[O-])cc1)c1ccc(COc2ccccc2-c2ccccc2)cc1	91	0	93	93	94	2	91	2	5	92	-1
O=C(Cc1ccc(S(=O)(=O)N2CCCCC2)s1)Nc1ccc(F)c(F)c1	106	0	100	107	102	-1	103	-2	-5	103	-5
O=C(CN1CCC(C(O)(c2ccccc2)c2ccccc2)CC1)Nc1cc(Cl)ccc1Cl	98	-3	96	98	98	-10	98	-3	-3	99	-6
N/C(=N\O)c1ccc(NC(=O)c2ccc(Br)o2)cc1	101	-7	100	100	103	-19	103	-6	-3	108	-10
CC(=O)Nc1ccc(NC(=O)C2CCCN2S(=O)(=O)c2cccc3nsnc23)cc1 (stereo not given)	98	-3	93	107	98	-3	99	-3	-3	98	-2
CC(=O)Nc1ccc(S(=O)(=O)Oc2ccc3c(c2)C(C)=CC(C)(C)N3)cc1	95	-6	100	98	100	-6	100	-6	-1	102	-10
(next part)
SMILES	Cdc42 wt GTP	Bim-Bcl-2	Rac1 mut GTP	Rab7 wt modul	Rab2A wt mod	Bim-Bfl-1	HRas wt GTP bind	Bim-Bcl-XL	Bim-Bcl-W	Rac1 wt modul	Bcl-B Bim block
Cc1cccnc1NC(=O)CCCN1C(=O)c2ccccc2C1=O	101	-6	100	102	101	-10	102	-10	2	110	-3
COc1cc2c(cc1NC(=O)/C=C/c1cc(OC)c(OC)c(OC)c1)oc1ccccc12	99	2	99	98	96	1	96	-1	-2	102	1
COc1ccc(/C=C/C(=O)OCC(=O)NCCC2=CCCCC2)cc1	90	-1	88	90	91	-4	91	0	1	92	-2
O=C(O)CCCn1cc(NC(=O)COc2ccc([N+](=O)[O-])cc2)cn1	99	0	98	103	99	-7	99	-4	-12	100	-4
O=C(Nc1ccccn1)C12CC3CC(C1)CC(C(=O)Nc1ccccn1)(C3)C2	102	-3	98	95	96	-11	100	-1	3	103	-4
CCOC(=O)c1c(NC(=O)CCC(=O)O)sc2c1CC(C)(C)OC2	96	-2	95	106	97	-4	98	-2	-1	98	-3

Single records, from the list above.
O=C(Nc1ccccn1)C12CC3CC(C1)CC(C(=O)Nc1ccccn1)(C3)C2 across the screens: Cdc42 wt GTP = 102; Bim-Bcl-2 = -3; Rac1 mut GTP = 98; Rab7 wt modul = 95; Rab2A wt mod = 96; Bim-Bfl-1 = -11; HRas wt GTP bind = 100; Bim-Bcl-XL = -1; Bim-Bcl-W = 3; Rac1 wt modul = 103; Bcl-B Bim block = -4
CCOC(=O)c1c(NC(=O)CCC(=O)O)sc2c1CC(C)(C)OC2 across the screens: Cdc42 wt GTP = 96; Bim-Bcl-2 = -2; Rac1 mut GTP = 95; Rab7 wt modul = 106; Rab2A wt mod = 97; Bim-Bfl-1 = -4; HRas wt GTP bind = 98; Bim-Bcl-XL = -2; Bim-Bcl-W = -1; Rac1 wt modul = 98; Bcl-B Bim block = -3

Screening data from PubChem BioAssay.
